HEK293 tox: cytotoxicity in counter-screen for GLP-1R inverse agonists | Potency, µM (highest dose often 38.3 µM), without a hit: top-dose activity change, negative = inhibition, usual class: inhibitors | HEK293 cAMP-luciferase reporter cells, luminescence, 24 h | hit rate 0.13% among 410,000;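 note: loss of luciferase light is scored as toxicity; potency is the fitted concentration of half-maximal effect; % is set by controls: 0 for no effect and ±100 for the full control effect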
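A 23 nL compound transfer followed 12 hours of cell culture at 37 deg C; exposure then lasted 24 hr. Luciferase assay detection reagent was dispensed and plates read for luminescence after a 12 min room-temperature wait.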
IL-2 act: IL-2 activation | IL-2 activation reporter assay, cell-based qHTS; stimulated with anti-CD3/CD4/CD28 beads; in transgenic mouse T cells | activation, % (series mostly up to about 46 µM) | hit rate 0.065% among 360,000; in the data active = activation above about 50%; inconclusive = mostly about 30% to 49%; note: 0% is about no effect
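Using fluorescent plate cytometry, EGFP and DsRed are detected in transgenic mouse T cells stimulated 18 h at 37 degrees C with antibody-coated beads after 60 min compound pretreatment.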
PLK1 PBD inh: inhibitors of human PLK1 polo-box domain binding; Plk1 PBD binding of FITC phosphopeptide, fluorescence polarization; Potency, µM, for inactives: max response, negative = inhibition, hits mostly inhibitors; hit rate 2.8% among 360,000; note: potency is the fitted concentration of half-maximal effect; series mostly up to about 57 µM; % is set by controls: 0 for no effect and ±100 for the full control effect; nearly all actives have a fitted effect of over 65% in size
GLP1R ag: activates the human GLP-1 receptor; P43220; Potency, µM (top dose mostly 45.6 µM), for the others: at the highest dose activation, most hits filed as activators; AID 624172; HEK293 GLP-1R CRE-luciferase, luminescence, 4-6 h; cells express a hypersensitive GLP-1R form; hit rate 0.007% among 380,000; note: potency is the fitted concentration of half-maximal effect; % of control where 0% means no effect
Target sequence (P43220 whole entry, looked up): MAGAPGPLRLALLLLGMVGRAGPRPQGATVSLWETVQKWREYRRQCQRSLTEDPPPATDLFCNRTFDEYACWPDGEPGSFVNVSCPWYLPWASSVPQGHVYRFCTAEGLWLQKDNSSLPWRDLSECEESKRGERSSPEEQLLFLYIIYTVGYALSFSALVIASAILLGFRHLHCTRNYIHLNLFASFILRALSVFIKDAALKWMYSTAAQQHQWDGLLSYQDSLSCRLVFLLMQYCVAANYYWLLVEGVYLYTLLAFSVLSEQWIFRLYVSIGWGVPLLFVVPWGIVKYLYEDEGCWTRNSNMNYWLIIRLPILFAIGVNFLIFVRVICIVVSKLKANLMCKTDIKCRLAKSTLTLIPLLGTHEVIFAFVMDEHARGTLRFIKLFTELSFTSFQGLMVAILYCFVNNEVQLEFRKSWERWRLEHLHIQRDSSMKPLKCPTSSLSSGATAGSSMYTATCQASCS
GLP-1R inv ag: acts as inverse agonist at human GLP-1 receptor; P43220; HEK293 GLP-1R CRE-luciferase, luminescence, 24 h; GLP-1R form is constitutively active; Potency, µM (top dose mostly 38.3 µM), inactives show top-dose activity change, negative = inhibition, hits mostly inhibitors; hit rate 1.6% among 410,000; AID 624417; note: potency is the fitted concentration of half-maximal effect; % is set by controls: 0 for no effect and ±100 for the full control effect; nearly all actives have a fitted effect of over 55% in size
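Seeding at 200 cells/uL, 12 h culture, 24 hr compound treatment, then luciferase reagent and a luminescence read; cells are HEK293 stably expressing a constitutively active GLP-1R plus cAMP-responsive luciferase.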
D3 ag: agonists of human D3 dopamine receptor; D3R DiscoveRx beta-arrestin cells, luminescence, 90 min; hit rate 0.58% among 410,000; P35462; max activation, %; in the data active = max activation above about 30%; note: 0% is about no effect; mostly tested at two doses, the higher about 12 µM
Target sequence (P35462 whole entry, looked up): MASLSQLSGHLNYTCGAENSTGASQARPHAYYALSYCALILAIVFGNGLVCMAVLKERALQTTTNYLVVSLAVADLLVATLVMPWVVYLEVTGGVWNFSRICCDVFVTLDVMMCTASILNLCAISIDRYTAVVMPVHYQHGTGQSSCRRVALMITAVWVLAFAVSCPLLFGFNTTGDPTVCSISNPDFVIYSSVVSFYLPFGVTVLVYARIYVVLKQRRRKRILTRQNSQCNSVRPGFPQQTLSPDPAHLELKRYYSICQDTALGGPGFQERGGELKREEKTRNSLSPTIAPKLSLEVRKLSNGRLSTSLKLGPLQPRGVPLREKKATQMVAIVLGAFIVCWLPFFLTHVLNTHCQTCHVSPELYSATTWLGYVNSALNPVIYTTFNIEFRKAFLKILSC
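Agonist-mode cell screen: cells plated at 1500/well and incubated overnight at 37 °C, then exposed to library compounds for 90 min at 37 °C. Detection reagent was added for 30–60 min at room temperature, and luminescence was read.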
PI5P4K alpha inh: PI5P4K alpha (human) kinase inhibition; P48426; PI5P4Kalpha enzyme, ADP-Glo luminescence, 60 min; active compounds read low; max response, %; hit rate 1.2% among 330,000; AID 652105; active = max response of -50% or lower; inconclusive = between -30% and -50%; inactive = -30% or higher; note: value at the top dose of about 77 µM; % is set by controls: 0 for no effect and ±100 for the full control effect
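ADP-Glo luminescence end-point read after a 60 min room-temperature kinase reaction of PI5P4Kalpha plus substrate, initiated with ATP at 5 microM final. Buffer: 0.038 M HEPES pH 7.4, EGTA, 0.1% CHAPS, 5% DMSO.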
DRD3 antagonist: D3 dopamine receptor (human) antagonism; max response, negative = inhibition, %; P35462; D3R cells, DiscoveRx beta-arrestin luminescence, antagonist mode; active compounds read low; hit rate 2.5% among 360,000; AID 652054; in the data active = max response below about -50%; inconclusive = no clear call, values can overlap the other calls; note: % is set by controls: 0 for no effect and ±100 for the full control effect; mostly tested at two doses, the higher about 12 µM
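Cells plated overnight at 1500 cells/well, then exposed to library compounds with dopamine controls for 90 minutes at 37 degrees C. DiscoveRx reagent added for 30–60 minutes at room temperature; luminescence read, quantitative HTS format.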
WRN inhibitor: inhibitors of human WRN helicase; hit rate 0.46% among 360,000; Potency, µM (series often up to 114 µM), inactives show top-dose activity change, negative = inhibition, hits mostly inhibitors; AID 651768; WRN helicase unwinding, fluorescent forked duplex, kinetic; Q14191; note: potency is the fitted concentration of half-maximal effect; % is set by controls: 0 for no effect and ±100 for the full control effect; nearly all actives have a fitted effect of over 55% in size
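Enzyme (20 nM final) and test compound sit together 15 min at room temperature before substrate addition. Substrate is a single-forked duplex oligonucleotide (100 nM) labelled with fluorophore and quencher, with 2 mM ATP; helicase unwinding raises red fluorescence, read kinetically.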
Starred values were filed as active, the others as inactive; ? = inconclusive; . = no result given; [ ] = another dose, or the depositor's remark. Unless noted, calls come from the whole dose curve; as a rule, active = well fitted curve in the direction sought with a large enough effect; inconclusive = small, poorly fitted or top-dose-only effect, or another doubt; inactive = no such curve, though single readings can be large; an effect the other way counts as inactive or inconclusive.

no.	SMILES	HEK293 tox	IL-2 act	PLK1 PBD inh	GLP1R ag	GLP-1R inv ag	D3 ag	PI5P4K alpha inh	DRD3 antagonist	WRN inhibitor
1	COc1ccc(S(=O)(=O)N2CCOCC2)cc1NC(=O)COC(=O)c1oc2ccccc2c1C	2%	2.0	-6%	-4%	-12%	-7	-8	-15	-2%
2	O=C(CCn1c(=O)oc2ccc(Cl)cc21)N1CCN(c2ccccc2)CC1	1%	0.9	-18%	3%	?	-4	4	?	-7%
3	Cc1cc(=O)n2ccsc2n1	3%[1.53 µM]	1.5	-6%	4%	0%	-4	1	1	?
4	Cc1cccc(NC(=O)NCC2CC2)c1	-14%	1.3	-11%	8%	16%	1	3	5	15%
5	COCCNC(=S)N1CCc2cc(OC)c(OC)cc2C1c1cccs1 (configuration not stated)	-4%	-1.2	-12%	9%	1%	2	3	-2	-8%
6	CC(CCc1ccccc1)NC(=O)c1ccco1 (configuration not stated)	19%	-1.5	-8%	-2%	7%	-5	-4	-18	8%
7	C[C@H](c1ccccc1)N1C[C@H](COCc2ccccc2)Oc2cc(N3CCC[C@H]3C(N)=O)ccc2S1(=O)=O	-28%	-0.3	-4%	1%	?	4	6	0	2%
8	Cn1c(=O)cc(OCCCC(=O)NC2CCCC2)c2ccccc21	-2%	2.6	0%	0%	-4%	26	.	11	-2%
9	CC1(c2ccccc2Cl)NC(=O)N(CC(=O)Nc2ccc(N3CCOCC3)cc2)C1=O (configuration not stated)	-27%	0.3	2%	-4%	35%[activator]	4	-1	8	5%
10	COc1cc(C(=S)N2CCOCC2)ccc1OC(=O)c1ccc([N+](=O)[O-])cc1[N+](=O)[O-]	-33%	-0.9	-27%	-4%	-8%	1	1	-14	-5%
11	CC(C)C1C(=O)N(Cc2cn(CCC3OCCCO3)nn2)CCS(=O)(=O)N1Cc1ccc(-c2ccc(Cl)cc2)cc1 (configuration not stated)	4%	-0.5	-4%	-5%	-22%	8	5	7	-4%
12	COc1cc2[nH]c3c(OC)ncnc3c2cc1OC	1%	-6.3	4%	16%	67%[activator]	21	-5	5	-19%

The listing continues:
no.	SMILES	HEK293 tox	IL-2 act	PLK1 PBD inh	GLP1R ag	GLP-1R inv ag	D3 ag	PI5P4K alpha inh	DRD3 antagonist	WRN inhibitor
13	Cc1cc(C)c(C(=O)/C=C/c2cccc3ccccc23)c(=O)[nH]1	?	-0.9	-10%	-40%[inhibitor]	?	-4	-12	?	-5%
14	CC(=O)Nc1cccc(NC(=O)C2CC(=O)N(C3CCCCC3)C2)c1 (configuration not stated)	8%	-3.1	-25%	-7%	17%	3	-10	14	-11%
15	Cc1cccc(C)c1NC(=O)COC(=O)c1cc(-c2cccnc2)nc2ccccc12	-2%	-3.4	3%	7%	16%	0	-6	24	6%
16	FC(F)(F)c1ccccc1/C=N/n1c(C2CCCCC2)n[nH]c1=S	6%	0.9	27µM*	-1%	?	2	-1	-1	-6%
17	O=C(COc1ccc2c(C(F)(F)F)cc(=O)oc2c1)Nc1ccc2c(c1)OCCO2	20%	-0.9	-2%	-8%	-4%	1	-1	1	-3%
18	CN(C)/C=N/c1ncc(C(=O)c2ccccc2)s1	-5%	-3.9	-9%	-11%	18%	-2	1	-19	5%
19	CC(C)N(Cc1ccccc1)C(=O)COC(=O)CCC(=O)c1ccc(F)cc1	-1%	0.1	13%	1%	-17%	8	-3	28	-4%
20	Cc1ccc(C(=O)NC2CCCC2)cc1S(=O)(=O)N1CCCCC1	-4%	-2.3	-1%	3%	-18%	1	4	9	-3%
21	Cc1ccccc1C(=O)NC(=S)Nc1ccccc1[N+](=O)[O-]	?	4.4	-19%	10%	-21%	-20	-1	-25	-2%
22	COc1cc(NC(=S)Nc2ncccc2C)cc(OC)c1OC	-7%	0.4	-13%	19%	14%	-4	4	3	-3%
23	O=C(NCCCc1ccccn1)C1CCC(=O)N(Cc2cccc(F)c2)C1 (configuration not stated)	1%	-0.2	-13%	-3%	?	-1	-9	1	-3%
24	O=C(COC(=O)C1CCCCC1)Nc1ccc(N2CCCCC2)cc1	-3%	-0.1	-8%	5%	5%	-12	-1	?	0%

A few values from above.
`CN(C)/C=N/c1ncc(C(=O)c2ccccc2)s1` @ GLP1R ag = -11%
`O=C(COC(=O)C1CCCCC1)Nc1ccc(N2CCCCC2)cc1` @ HEK293 tox = -3%

Continued.
no.	SMILES	HEK293 tox	IL-2 act	PLK1 PBD inh	GLP1R ag	GLP-1R inv ag	D3 ag	PI5P4K alpha inh	DRD3 antagonist	WRN inhibitor
25	COC(=O)C(C(=O)OC)C(CC(=O)c1ccc(Br)cc1)c1ccccc1 (configuration not stated)	8%	-0.6	-10%	2%	?	-8	1	-23	-32%
26	CC(C)(Oc1ccc(Cl)cc1)C(=O)NCC(c1cccs1)N1CCOCC1 (configuration not stated)	-8%	-6.5	-8%	-2%	?	-20	12	13	-5%
27	CC(=O)NC(CC(=O)OCC(=O)N1CCN(S(=O)(=O)c2ccc(Cl)cc2)CC1)c1ccccc1 (configuration not stated)	8%	-5.1	-6%	-9%	5%	5	12	-11	-4%
28	Cc1cc(C)n(CCC(=O)Nc2ccc3c(c2)OCCO3)n1	8%	0.3	-3%	4%	12%	1	0	11	0%
29	N#CCC(=O)NNC(=S)NC(=O)C(c1ccccc1)c1ccccc1	-7%	1.5	-5%	0%	3%	19	-16	4	1%
30	CCC1CCc2c(c3ccccc3[nH]c2=O)O1 (configuration not stated)	4%	-3.1	-14%	23%	0%	2	2	-4	-34%
31	COc1ccc(-n2nnnc2C2(C)CCC(=O)N2Cc2ccccc2)cc1 (configuration not stated)	-1%	0.8	-1%	.	11%	4	-2	-7	-2%
32	COc1cccc(C(=O)CN2CCN(S(=O)(=O)c3cccc([N+](=O)[O-])c3)CC2)c1	0%	-1.4	-7%	-6%	2%	0	3	-11	-9%
33	O=C(/C=C/c1ccccc1)NC(=S)Nc1cccnc1	3%	-0.5	-1%	4%	64%[activator]	0	.	-16	-14%
34	O=C(/C=C/c1ccc(Cl)cc1Cl)NCc1ccncc1	7%	-2.2	0%	1%	9%	-20	.	-20	-12%
35	CC(=O)N=C(N)Sc1nc2ccccc2[nH]1	-13%	-2.2	0%	-3%	1%	-5	2	13	3%
36	O=C(c1cccnc1)N(Cc1ccccc1)C(c1ccccc1)c1nc2ccccc2[nH]1 (configuration not stated)	-5%	1.2	1%	8%	-12%	7	-2	42	-1%

In the list so far, these contain a thiophene ring, fused or not.
no.	SMILES	HEK293 tox	IL-2 act	PLK1 PBD inh	GLP1R ag	GLP-1R inv ag	D3 ag	PI5P4K alpha inh	DRD3 antagonist	WRN inhibitor
5	COCCNC(=S)N1CCc2cc(OC)c(OC)cc2C1c1cccs1 (configuration not stated)	-4%	-1.2	-12%	9%	1%	2	3	-2	-8%
26	CC(C)(Oc1ccc(Cl)cc1)C(=O)NCC(c1cccs1)N1CCOCC1 (configuration not stated)	-8%	-6.5	-8%	-2%	?	-20	12	13	-5%

New compounds follow:
no.	SMILES	HEK293 tox	IL-2 act	PLK1 PBD inh	GLP1R ag	GLP-1R inv ag	D3 ag	PI5P4K alpha inh	DRD3 antagonist	WRN inhibitor
37	CCOC(=O)Cc1csc(NC(=O)c2ccc(Br)cc2)n1	5%	0.8	-3%	4%	-29%	10	-3	16	-2%
38	O=C(C[n+]1cccc(Br)c1)c1ccccc1	0%	-1.4	2%	7%	-4%	16	1	18	0%
39	CC(C)NC(=O)CSc1nc(N)c(NC(=O)c2ccccc2F)c(=O)[nH]1	-18%	0.8	5%	-4%	-4%	7	15	7	-16%
40	CN(C)c1ccc(S(=O)(=O)N2CCC(Cc3ccccc3)CC2)cn1	4%	0.1	6%	3%	-9%	-5	9	11	-5%
41	COCCNC(=O)COC(=O)/C=C/c1c(C)nn(Cc2ccc(Cl)cc2Cl)c1Cl	-15%	-0.6	1%	6%	-9%	0	1	1	7%
42	Cc1noc(C)c1C(=O)Nc1ccc(N(C)C)cc1	1%	-0.9	-4%	-1%	8%	-6	-2	-5	11%
43	O=c1[nH]c2ccccc2nc1C(F)(F)C(F)F	-2%	-2.1	-14%	1%	0%	3	.	22	4%
44	CCSc1nnc(NC(=O)CSc2nnc(CNC(=O)c3ccc(OC)c(OC)c3)o2)s1	3%	-0.2	-4%	-1%	3%	1	-9	2	-24%
45	CCC(=O)Nc1ccc(C(=O)COC(=O)C(CCSC)NC(=O)COc2ccccc2)cc1 (configuration not stated)	7%	2.3	-1%	-10%	14%	-3	-17	-15	1%
46	Cc1cc(C)nc(SCc2ccc(C(=O)N/N=C/c3ccccc3C(=O)O)cc2)n1	0%	-0.4	-3%	0%	4%	4	5	7	-14%
47	Cc1cccc2cc(C#N)c(SCc3nnc(-c4ccccc4[N+](=O)[O-])o3)nc12	16%	-0.6	-11%	-1%	41%[activator]	-2	0	-7	-18%
48	Cn1cc(CCC(=O)NC2CC(C)(C)Cc3c2cnn3-c2ccc(F)cc2)cn1 (configuration not stated)	-2%	-2.5	-9%	6%	?	-11	5	-3	-21%

Next section:
no.	SMILES	HEK293 tox	IL-2 act	PLK1 PBD inh	GLP1R ag	GLP-1R inv ag	D3 ag	PI5P4K alpha inh	DRD3 antagonist	WRN inhibitor
49	O=C1OCCN1CCN(CN1C(=O)CCC1=O)CN1C(=O)CCC1=O	-13%	-3.5	-7%	-13%	0%	-3	-6	-57*	28%
50	Cc1cc(NC(=O)c2sc3ccccc3c2O)no1	16%	-5.5	-3%	-1%	?	9	-11	3	-8%
51	COc1ccc(/C=C/C(=O)OCC(=O)NCc2ccccc2Cl)cc1OC	-21%	-3.7	3%	15%	9%	0	-6	-10	9%
52	O=C1OCCC1(c1ccccc1)c1ccccc1	1%	0.5	2%	0%	?	14	-2	0	1%

Screens deposited in PubChem BioAssay by National Center for Advancing Translational Sciences (NCATS).
